# Screens: PubChem BioAssay, The Scripps Research Institute Molecular Screening Center
# ASK1 inh = ASK1 kinase inhibitors, primary screen, biochemical, AlphaScreen | Mitogen-activated protein kinase kinase kinase 5 (Homo sapiens), Q99683 | AlphaScreen MKK6 phosphorylation by ASK1, luminescence | inhibition, % at 7.44 µM | actives 0.99% (n = 22,000); in the data active means inhibition above about 35%;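 further: 0% = median of compound wells and 100% = no enzyme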
# Target sequence (Q99683 whole entry, looked up): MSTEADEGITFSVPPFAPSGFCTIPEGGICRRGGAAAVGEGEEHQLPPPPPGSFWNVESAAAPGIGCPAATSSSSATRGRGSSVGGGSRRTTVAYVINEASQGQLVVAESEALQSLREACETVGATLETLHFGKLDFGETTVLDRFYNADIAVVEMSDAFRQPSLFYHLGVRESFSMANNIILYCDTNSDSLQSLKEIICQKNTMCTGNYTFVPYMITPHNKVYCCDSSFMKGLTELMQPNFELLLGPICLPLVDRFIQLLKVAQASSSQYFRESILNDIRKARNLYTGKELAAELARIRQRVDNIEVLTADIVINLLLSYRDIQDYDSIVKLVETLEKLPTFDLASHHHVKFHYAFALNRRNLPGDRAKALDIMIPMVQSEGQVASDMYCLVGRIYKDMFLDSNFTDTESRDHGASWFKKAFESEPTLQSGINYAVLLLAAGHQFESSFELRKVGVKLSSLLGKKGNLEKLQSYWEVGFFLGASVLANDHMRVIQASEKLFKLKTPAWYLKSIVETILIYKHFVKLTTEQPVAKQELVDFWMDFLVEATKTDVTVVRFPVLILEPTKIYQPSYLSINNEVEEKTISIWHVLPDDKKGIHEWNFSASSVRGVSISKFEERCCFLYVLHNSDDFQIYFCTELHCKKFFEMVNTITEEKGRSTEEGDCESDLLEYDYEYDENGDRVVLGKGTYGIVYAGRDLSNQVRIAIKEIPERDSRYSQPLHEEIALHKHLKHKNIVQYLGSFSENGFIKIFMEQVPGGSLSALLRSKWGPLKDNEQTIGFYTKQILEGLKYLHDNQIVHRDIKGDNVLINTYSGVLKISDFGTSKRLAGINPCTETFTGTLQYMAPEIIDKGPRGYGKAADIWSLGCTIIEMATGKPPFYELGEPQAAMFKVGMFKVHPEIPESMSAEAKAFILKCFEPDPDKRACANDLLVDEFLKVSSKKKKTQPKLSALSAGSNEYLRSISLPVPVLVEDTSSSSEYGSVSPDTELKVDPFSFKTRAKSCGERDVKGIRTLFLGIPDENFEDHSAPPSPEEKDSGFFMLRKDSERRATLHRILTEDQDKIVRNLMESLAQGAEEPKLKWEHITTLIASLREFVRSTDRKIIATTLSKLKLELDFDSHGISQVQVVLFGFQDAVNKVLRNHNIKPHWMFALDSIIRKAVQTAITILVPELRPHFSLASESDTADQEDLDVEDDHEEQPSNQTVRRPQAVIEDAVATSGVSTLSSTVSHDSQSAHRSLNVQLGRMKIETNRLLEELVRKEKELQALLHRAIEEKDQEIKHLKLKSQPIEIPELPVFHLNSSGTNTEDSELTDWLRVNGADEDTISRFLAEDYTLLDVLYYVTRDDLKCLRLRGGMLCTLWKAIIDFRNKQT
# ULK1 primary = ULK1 kinase inhibitors, primary screen, biochemical, AlphaScreen | Serine/threonine-protein kinase ULK1 (Homo sapiens), O75385 | AlphaScreen Atg13 phosphorylation by ULK1, luminescence | inhibition, % at 5.96 µM | actives 1.9% (n = 30,000) | AID 1259251, 2017; in the data active means inhibition above about 43%;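 further: 0% = median of compound wells and 100% = no enzyme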
# An asterisk follows results filed as active; nt = not tested or not shown.
SMILES,ASK1 inh,ULK1 primary
CCOC(=O)CSc1nnc(CNc2cc(Cl)ccc2Cl)n1C,nt,-8
CC(C)n1c(Nc2ccncn2)nc2c(NCc3cccc(C(F)(F)F)c3)ncnc21,-14,-7
CCNC(=O)Cn1c(CO)cnc1SCc1c(F)cccc1Cl,nt,6
COc1cc(Nc2cc(NCc3nc4ccccc4[nH]3)ncn2)cc(OC)c1OC,-22,-4
Cc1cccc(CC(=O)Nc2cnn(-c3cccc(C(=O)NC4CCN(C(=O)OC(C)(C)C)CC4)c3)c2)c1,4,-5
Oc1ccc(CCNc2nc(Nc3ccc(C(F)(F)F)cc3)nc3nc[nH]c23)cc1,2,-20
COc1ccc(CCNc2nc(-c3ccc(C(N)=O)cc3)nc3c2ncn3-c2ccsc2)cc1,-1,-7
CCCCCNc1c(N)c(=O)oc2ccccc12,nt,-2
COc1cc(Nc2nc(Nc3nccc4ccccc34)nc3c2ncn3-c2ccccc2)cc(OC)c1OC,3,6
O=C(O)c1cccc(NC(=S)NC(NC(=O)c2ccco2)C(Cl)(Cl)Cl)c1 (configuration not stated),nt,-72
COc1cc2c(c3c1c(=O)c1ccccc1n3C)C=CC(C)(C)O2,nt,7
c1ccc(Oc2ccc(Nc3cc(Nc4cccnc4)ncn3)cc2)cc1,15,-12
CC(=O)Nc1ccc(Nc2cc(C)nc(N3CCC(N4CCOCC4)CC3)n2)cc1,1,-6
O=C(Nc1ccc2[nH]ncc2c1)[C@@H]1CCN(C(=O)C(O)c2ccc(Br)cc2)C1 (some centres not stated),4,-4
O=C(Cc1cn(-c2ccc(N3CCN(Cc4ccc5c(c4)OCO5)CC3)nn2)c2ccccc12)Nc1ccccc1,-2,0
FC(F)(F)c1ccc(Cn2cnc3c(NCCN4CCOCC4)nc(Nc4ccc(N5CCOCC5)cc4)nc32)cc1,14,-40
Cc1cccc(Nc2ccc3c(cnn3-c3cccc(C(=O)NCCN4CCNCC4)c3)c2)c1Cl,43*,-46
CC(=O)c1cccc(-c2cncc(C(=O)NCc3ccccc3)c2)c1,6,-5
CC(C)n1cnc2c(Nc3ccccc3)nc(NCCN3CCOCC3)nc21,-11,28
CCN(CC)CCC(=O)N1c2ccccc2Sc2ccc(Cl)cc21,nt,37

# In the list so far, these have an aryl thioether with sulfur outside any ring.
SMILES,ASK1 inh,ULK1 primary
CCOC(=O)CSc1nnc(CNc2cc(Cl)ccc2Cl)n1C,nt,-8
CCNC(=O)Cn1c(CO)cnc1SCc1c(F)cccc1Cl,nt,6

# Looked up one by one from above, four records:
SMILES,ASK1 inh,ULK1 primary
O=C(O)c1cccc(NC(=S)NC(NC(=O)c2ccco2)C(Cl)(Cl)Cl)c1 (configuration not stated),nt,-72
CC(=O)c1cccc(-c2cncc(C(=O)NCc3ccccc3)c2)c1,6,-5
FC(F)(F)c1ccc(Cn2cnc3c(NCCN4CCOCC4)nc(Nc4ccc(N5CCOCC5)cc4)nc32)cc1,14,-40
CC(C)n1c(Nc2ccncn2)nc2c(NCc3cccc(C(F)(F)F)c3)ncnc21,-14,-7

# Going on with the list.
SMILES,ASK1 inh,ULK1 primary
O=C1CCCN1CCn1cnc2c(Nc3ccc(N4CCOCC4)cc3)nc(N3CCN(Cc4ccc5c(c4)OCO5)CC3)nc21,33,2
CCN(CC)c1cc(-c2ccccc2)nc(-c2ccccn2)n1,nt,-17
CCOc1cc(/C=C(\C#N)C(=O)Nc2cccc(C)c2)ccc1O,nt,4
CC(C)N(CCNc1nc(Nc2ccc(-n3ccnc3)cc2)nc2c1ncn2C(C)C)C(C)C,2,17
CN(C)CCSc1cc(-c2ccncc2)ccc1NC(=O)C1COc2ccc(F)cc2C1 (configuration not stated),4,-3
c1ccc(CN2CCC(Nc3cc(Nc4ccc(-n5ccnc5)cc4)ncn3)CC2)cc1,2,1
CCN(CC)c1nc(NCc2cccnc2)nc(Nc2cnccn2)n1,-1,1
COc1cc(S(=O)(=O)Nc2ccc(-c3cn4ccc(C)nc4n3)cc2)c(C)cc1C,nt,-1
O=C1CCCN1CCCNc1nc(NCCN2CCOCC2)nc2c1ncn2C1CCCCC1,-9,5
O=C(Nc1cc(F)c(-c2cn[nH]c2)c(F)c1)C1COc2ccccc2O1 (configuration not stated),31,3
CC(C)n1cnc2c(NC3CCN(Cc4ccccc4)CC3)nc(-c3cccc(N)c3)nc21,-2,-10
CC(=O)Nc1ccc(Nc2cc(-c3csc4ccccc34)ncn2)cc1,-20,-18
COc1nc(Nc2cc(OC)c(OC)c(OC)c2)nc(-c2c(C)nn(C)c2C)n1,2,-4
Cc1nn(S(=O)(=O)c2ccc(F)cc2)c(C)c1S(=O)(=O)N(C)c1ccccc1,nt,2
CN1CCN(C(=O)c2ccc(-c3cc(Nc4ccc(Oc5ccccc5)cc4)ncn3)cc2)CC1,-3,-29
O=C(Cc1cn(-c2ccc(Nc3cnccn3)nn2)c2ccccc12)Nc1ccccc1,2,9
Cn1cc(-c2ccc(C(=O)N3CCCCC3)cn2)cn1,nt,-3
Cc1cc(N(C)C)nc(Nc2ccc(NC(=O)CC(C)C)cc2)n1,nt,6
C#CCN1CCN(c2c(F)cccc2NC(=O)c2ccc(Br)o2)CC1,8,-7
Nc1cccc(-c2nc(Nc3ccc(Oc4ccccc4)cc3)c3ncn(CCN4CCCC4=O)c3n2)c1,-4,-30
c1ccc(OCCNc2nc(Nc3cccnc3)nc3c2ncn3C2CCCCC2)cc1,20,-2
O=C(NCCN1CCOCC1)c1cnc(N2CCCC2CO)s1 (configuration not stated),7,-1
O=C1CCCN1CCn1cnc2c(NCc3ccccc3)nc(Nc3ccccc3)nc21,16,-24
CN(C)c1cccc(Nc2ncc(C(=O)Nc3ccccc3)s2)c1,7,0
CO[C@H]1/C=C/O[C@@]2(C)Oc3c(C)c(O)c4c(O)c(cc(O)c4c3C2=O)NC(=O)/C(C)=C\C=C\[C@H](C)[C@H](O)[C@@H](C)[C@@H](O)[C@@H](C)[C@H](OC(C)=O)[C@@H]1C,nt,-6
O=C1CCCN1CCn1cnc2c(Nc3ccc(N4CCOCC4)cc3)nc(-c3csc4ccccc34)nc21,12,-75
COc1cc(Nc2nc(-c3ccc(C(=O)NC4CC4)cc3)nc3c2ncn3C(C)C)cc(OC)c1OC,2,-12
CC(O)C1CCC2C3CCC4CC(O)CCC4(C)C3CCC12C (configuration not stated),nt,-6
CCN1C(=O)C(C)(C)COc2ccc(NC(=O)COc3ccc4ccccc4c3)cc21,nt,1
Cc1cccc(NC(=O)CSc2ncc(-c3ccccc3)n2C)c1,nt,6
COCCn1c2c(=O)n(C)c(=O)n(C)c2n2c(-c3ccc(OCc4ccccc4)cc3)nnc12,nt,8
c1ccc(OCCNc2nc(-c3cccs3)nc3nc[nH]c23)cc1,15,-1
c1cc2ccc3ncc(-c4ccc(N5CCOCC5)cc4)cc3c2cn1,1,1
O=C(Nc1ccc2cnccc2c1)c1ccc(OCC(O)c2ccc(Br)cc2)cc1 (configuration not stated),-18,-15
O=C(NCCN1CCOCC1)c1cccc(NCc2ccc3c(c2)OCO3)n1,0,-5
Cn1nccc1Nc1ncc(C(=O)NC2CCN(Cc3ccccc3)CC2)s1,-4,6
O=C1CCCN1CCn1cnc2c(Nc3ccc(N4CCOCC4)cc3)nc(Nc3ccncc3)nc21,20,28
FC(F)(F)c1cccc(CNc2nc(NCc3cccnc3)nc3c2ncn3-c2ccccc2)c1,13,-13
COc1cccc(CN(CCN(C)C)C(=O)Nc2ccc(-c3cn[nH]c3)cn2)c1,4,18
c1coc(C2Nc3ccccc3C3OCCC23)c1 (configuration not stated),nt,-1
O=C(NC1CCN(Cc2ccccc2)CC1)c1ccnc(-c2csc3ccccc23)c1,8,-14
COc1cccc(CCNC(=O)c2nnc(-c3ccccc3)o2)c1,nt,-2
COc1ccc(-c2ncc(C(=O)NCCN(C(C)C)C(C)C)s2)cc1,-10,-3
COc1ccc(-c2ccc3cnc(Nc4ccc(-n5cnc(N6CCOCC6)n5)cc4)nc3c2)cn1,2,12
CC(C)N(CCNc1ncnc2c1nc(-c1cccs1)n2C(C)C)C(C)C,-5,-10
COc1ccc(CCNC(=O)c2cnc(NCc3cccnc3)s2)cc1,-11,-4
O=C(Nc1ccccc1)c1cnc(NCc2ccc3c(c2)OCO3)s1,-8,-7
Cc1cnc(-c2cccc(N)c2)nc1Nc1ccccc1,1,4
FC(F)(F)c1ccc(Cn2cnc3c(Nc4ccc(N5CCOCC5)cc4)nc(Nc4ccc(-n5ccnc5)cc4)nc32)cc1,25,-11
c1cnc(Nc2nccc(Nc3ccc4c(c3)OCO4)n2)cn1,-2,2
c1ccc(Nc2nc(NC3CC3)c3ncn(C4CCCCC4)c3n2)nc1,1,-11
Cc1cnc(-c2ccccc2)nc1N,-10,-5
FC(F)(F)c1ccc(Cn2cnc3c(NCc4ccccc4)nc(Cl)nc32)cc1,-2,-9
COc1ccc(-c2nc(Nc3ccc(Oc4ccccc4)cc3)c3ncn(Cc4ccc(C(F)(F)F)cc4)c3n2)cn1,-1,-14
O=C(NCCOc1ccccc1)c1cc(N2CCc3ccccc3C2)nc2ccccc12,-21,4
Nc1nc2ccccc2n1Cc1ccc(F)cc1,nt,7
Nc1nc(N2CCN(Cc3ccc4c(c3)OCO4)CC2)nc2nc[nH]c12,2,10
COc1cc2nc(NCc3cccnc3)nc(NCCO)c2cc1OC,1,6
O=C(Cc1cccc(Br)c1)Nc1cnn(-c2cccc(C(=O)Nc3ccc(N4CCOCC4)cc3)c2)c1,-2,-11
COc1cc(Nc2nc3ccc(C(=O)NCc4cccnc4)cc3s2)cc(OC)c1OC,-9,17

# Single values from the list.
# Under ASK1 inh, Nc1nc(N2CCN(Cc3ccc4c(c3)OCO4)CC2)nc2nc[nH]c12 reads 2
# Under ULK1 primary, Cc1cnc(-c2cccc(N)c2)nc1Nc1ccccc1 reads 4

# Additional structures follow.
SMILES,ASK1 inh,ULK1 primary
Cc1nn(C(=O)C2CCCC2)c(C)c1S(=O)(=O)N1CCCC1,nt,5
O=C(NCCc1ccc(O)cc1)c1csc(N2CCC(N3CCOCC3)CC2)n1,8,-7
CS(=O)(=O)c1ccc2c(c1)nc(NCCCN1CCOCC1)c1nccn12,nt,15
COc1nc(NC2CC2)nc(-c2ccccc2)n1,-2,17
c1ccc2[nH]c(CNc3cc(Nc4ccncc4)ncn3)nc2c1,-12,-6
COc1ccc(CCNc2nc(Nc3cccnc3)nc3c2ncn3-c2ccccc2)cc1,3,3
c1ccc2c(Nc3cc(NCCN4CCOCC4)ncn3)nccc2c1,5,9
CC(C)n1cnc2c(Nc3ccccc3)nc(Nc3ccccn3)nc21,-4,49*
O=C(NCc1cccc(C(F)(F)F)c1)C1CCN(c2ccc(Nc3ccncn3)nn2)CC1,1,14
c1ccc(CNc2cc(Nc3ccc4ncccc4c3)ncn2)cc1,-12,-1
COc1ccc(C(=O)Nc2cc(-c3ccncc3)c[nH]c2=O)cc1,-1,13
CN(C)CCNc1nc(C2COc3ccccc3O2)nc2ccc(-c3ccncc3)cc12 (configuration not stated),17,2
c1ccc(OCCNc2cc(Nc3ccc(N4CCOCC4)cc3)ncn2)cc1,3,2
CC(=O)c1cccc(-c2cncc(C(=O)Nc3ccc(N4CCOCC4)cc3)c2)c1,-2,-1
CC(C)[C@@H](O)C(=O)N1CCC(C(=O)Nc2ccc3[nH]ncc3c2)CC1,7,-13
Nc1cccc(-c2nc(Nc3ccccc3)c3ncn(-c4ccsc4)c3n2)c1,2,-6
COc1cc(Nc2nc(C(=O)NCCc3ccc(O)cc3)cs2)cc(OC)c1OC,-10,2
CC(=O)Nc1ccc(Nc2nc(Nc3ccccc3)nc3c2ncn3-c2ccccc2)cc1,26,-58
c1cc(-c2cncc(N3CCOCC3)c2)nc(Nc2ccc(-n3cncn3)cc2)n1,17,11
CC(=O)Nc1cccc(NC(=O)c2ccc(COc3cccc4c3OC(C)(C)C4)cc2)c1,nt,-30
O=C(NC(=S)Nc1ccc(S(=O)(=O)Nc2nccs2)cc1)c1cccc(F)c1,nt,-9
CO/C=C/c1ccc(C(=O)Nc2cccc(C)c2N2CCC3(CC2)OCCO3)o1,-61,10
CN1CCN(c2ccc(-c3nc(C(=O)NCCc4ccc(O)cc4)cs3)cc2)CC1,-11,6
O=C(NCCc1ccc(O)cc1)c1ccnc(N2CCN(c3ccccn3)CC2)c1,7,5
COc1ccc(CCNC(=O)c2ccnc(NCCCN3CCCC3=O)c2)cc1,3,16
Cc1ccc(S(=O)(=O)N2C[C@H](O)C[C@H]2C(=O)Nc2ccc3[nH]ncc3c2)cc1,-16,4
O=C(Nc1ccc2[nH]ncc2c1)c1cc(O[C@@H]2CCCN(Cc3ccccc3)C2)ccn1,1,-21
O=c1nc(N2CCOCC2)nc(N/N=C/c2ccc3c(c2)OCO3)[nH]1,nt,-5
COc1nc(NCc2cccc(C(F)(F)F)c2)nc(-c2cccc(N)c2)n1,0,-9
NC(=O)c1ccc(-c2ncc(C(=O)NC3CCN(Cc4ccccc4)CC3)s2)cc1,7,0
O=C1CCCN1CCn1cnc2c(NCc3ccccc3)nc(Nc3ccc(C(F)(F)F)cc3)nc21,9,-49
O=C(NCc1cccc(C(F)(F)F)c1)c1cccc(-c2ccccc2)n1,-13,-15
O=C(NNCNNC(=O)c1ccncc1)c1ccncc1,nt,-1
COc1nc(NCCCN2CCCC2=O)nc(-c2ccc(C(=O)N3CCN(C)CC3)cc2)n1,-2,3
c1cc(-c2nc(Nc3ccc4[nH]ncc4c3)c3ccncc3n2)ccn1,0,-121
FC(F)(F)Oc1cccc(-c2cc(Nc3ccc(OCCN4CCCCC4)cc3)ncn2)c1,-10,-16
COc1ccc(-c2nc(N)c3ncn(CCN4CCCC4=O)c3n2)cc1,-20,-10
O=C(c1cc(O)c(O)c(O)c1)c1ccc(O)c(O)c1O,nt,83*

# 4 structures out of the list, sorted by formula weight, rising:
SMILES,ASK1 inh,ULK1 primary
O=C(c1cc(O)c(O)c(O)c1)c1ccc(O)c(O)c1O,nt,83*
O=C(NCCc1ccc(O)cc1)c1ccnc(N2CCN(c3ccccn3)CC2)c1,7,5
O=C(Nc1ccc2[nH]ncc2c1)c1cc(O[C@@H]2CCCN(Cc3ccccc3)C2)ccn1,1,-21
COc1nc(NCCCN2CCCC2=O)nc(-c2ccc(C(=O)N3CCN(C)CC3)cc2)n1,-2,3
